PKA-R1A act: activators of PKA-R1A holoenzyme, primary screen, biochemical, fluorescence polarization, Cy5-IP20, bovine R1A, mouse PKAc; cAMP-dependent protein kinase type I-alpha regulatory subunit (Bos taurus) + …; activation, % at 11.4 µM; PKA-R1A dissociation; scaled: DMSO 0%, 113 µM cGMP 100%; actives 0.083% (n = 340,000);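 active means percent activation above the mean of all tested compounds plus 3 SD, cut at about 19% in these data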;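 further: higher means more PKAc released from R1A so a rise in polarization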
HTR5A ag ctr: HTR5A agonists in luminescence cell assay, primary screen, counter-screen for OPRM1-OPRD1 heterodimer agonist project, full-deck HTS | cell-based | activation, % at 9.3 µM | actives 0.61% (n = 340,000); in the data active means activation mostly above about 9.5%, no sharp cut-off; inactive means mostly below about 7.6%;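 further: 0% = cells with vehicle only and 100% = reference agonist; strong numbers were not always called active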
Target sequence (P47898 whole entry, looked up): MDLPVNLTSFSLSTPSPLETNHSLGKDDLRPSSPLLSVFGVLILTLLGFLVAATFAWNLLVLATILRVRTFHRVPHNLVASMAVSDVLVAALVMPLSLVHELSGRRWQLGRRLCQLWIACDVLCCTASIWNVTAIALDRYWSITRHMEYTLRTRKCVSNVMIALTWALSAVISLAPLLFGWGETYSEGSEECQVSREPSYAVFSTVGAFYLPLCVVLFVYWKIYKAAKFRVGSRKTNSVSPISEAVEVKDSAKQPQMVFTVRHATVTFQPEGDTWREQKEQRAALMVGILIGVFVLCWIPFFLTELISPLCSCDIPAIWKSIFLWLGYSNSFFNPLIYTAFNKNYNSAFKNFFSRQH
Pemphigus Ab inh: inhibitors of pemphigus antibody binding to DSG3, primary screen, biochemical, bead-based, flow cytometry, scFv-GFP. DSG3-coupled beads, scFv-anti-DSG3-GFP binding; stronger effect = lower value. binding (percent of control), % at 10 µM. actives 0.48% (n = 310,000);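 active means binding more than 3 SD below its plate's average and above zero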;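 further: hits lower antibody fragment binding to DSG3; some compounds called inactive have numbers as strong as hits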
OPRM1-OPRD1 inv: inverse agonists of MOR-DOR heterodimerization, primary screen, cell-based, luminescence; Mu-type opioid receptor (Homo sapiens) + Delta-type opioid receptor (Homo sapiens), …; cell-based MOR-DOR heterodimer luminescence, inverse agonism; inhibition, % at 9.3 µM; actives 0.21% (n = 340,000); AID 504357, 2011; in the data active means inhibition above about 22%, passing the limit was not always enough;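 further: 0% = cells with DMSO and 100% = wells without cells with DMSO; values of inactives mirror those of a sister screen read the other way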
V-ATPase pHluor: regulators of yeast V-ATPase proton pumping, primary screen, pHLuorin cytosolic pH fluorescence | S. cerevisiae | response, % at 10 µM | actives 0.37% (n = 350,000) | AID 504577, 2011; in the data active means response mostly above about 7.3%, no sharp cut-off; inactive means mostly below about 5.4%; further: actives read high; inactives centre near 0; some compounds called inactive have numbers as strong as hits; reference of the scale not given here
Arr AP2 block: inhibitors of beta-arrestin/AP2 binding, primary screen, biochemical, GPCR trafficking, flow cytometry; beta-arrestin 1 C-terminal peptide binding to AP2 beta2-adaptin appendage (human); FITC-arrestin peptide / GST-AP2 beads; AP2 beta2 appendage carries R879A mutation; inhibition, % at 10 µM; actives 0.31% (n = 340,000);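 active means inhibition above a set limit, near 3 SD of compounds lacking own fluorescence, cut at about 54% in these data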;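 further: plate controls were DMSO wells for no effect and 5 µM unlabelled arrestin peptide for full effect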
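Material – AP2 appendage R879A on GSH beads · Buffer or medium – PBS with 0.05% Tween 20 and 0.1% BSA · Probe or stimulus – fluorescein-tagged arrestin peptide at 50 nM final · Incubation – compound with beads 12 min RT, then probe 1 h RT · Detection – high-throughput flow cytometry of beads, ex 488, em 535 nm · Evaluation – percent response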
HTR5A inv ag: HTR5A inverse agonists in luminescence cell assay, primary screen, counter-screen for OPRM1-OPRD1 heterodimer inverse agonist project, full-deck HTS; 5-hydroxytryptamine receptor 5A (Homo sapiens), P47898; HTR5A cell line, inverse agonism; inhibition, % at 9.3 µM; actives 0.083% (n = 340,000); AID 504634, 2011; in the data active means inhibition mostly above about 23%, no sharp cut-off; inactive means mostly below about 18%;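 further: 0% = cells with DMSO and 100% = no-cell wells with DMSO; some compounds called inactive have numbers as strong as hits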
DAGLB inhibitor: DAGLB lipase inhibitors, primary screen, biochemical, fluorescence, HTS; actives 0.059% (n = 340,000); inhibition, % at 5.17 µM; Diacylglycerol lipase-beta (Homo sapiens), Q8NCG7; HEK293T DAGLB membrane lysate, EnzChek fluorogenic substrate; in the data active means inhibition above about 34%;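 further: 0% = enzyme with vehicle and 100% = wells lacking enzyme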
Target sequence (Q8NCG7 whole entry, looked up): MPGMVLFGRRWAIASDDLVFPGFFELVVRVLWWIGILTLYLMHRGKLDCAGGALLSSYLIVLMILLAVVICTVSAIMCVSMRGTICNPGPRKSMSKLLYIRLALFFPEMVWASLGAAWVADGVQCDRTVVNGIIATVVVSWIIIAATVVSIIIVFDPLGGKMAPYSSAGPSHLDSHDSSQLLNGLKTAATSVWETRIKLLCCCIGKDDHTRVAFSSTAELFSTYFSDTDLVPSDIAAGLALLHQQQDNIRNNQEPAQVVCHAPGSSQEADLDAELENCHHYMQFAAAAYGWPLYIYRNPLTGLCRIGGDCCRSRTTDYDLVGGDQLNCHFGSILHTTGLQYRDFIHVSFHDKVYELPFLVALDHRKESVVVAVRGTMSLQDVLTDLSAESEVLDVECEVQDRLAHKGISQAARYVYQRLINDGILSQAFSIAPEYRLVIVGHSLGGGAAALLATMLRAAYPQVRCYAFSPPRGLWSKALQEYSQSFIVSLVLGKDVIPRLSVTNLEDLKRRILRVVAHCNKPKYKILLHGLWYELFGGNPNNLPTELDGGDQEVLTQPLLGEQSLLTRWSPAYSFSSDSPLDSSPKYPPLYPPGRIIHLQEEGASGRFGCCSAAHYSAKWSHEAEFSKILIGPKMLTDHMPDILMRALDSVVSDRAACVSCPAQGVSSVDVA
PKA-R2B act: activators of PKA-R2B holoenzyme, primary screen, biochemical, fluorescence polarization, Cy5-IP20, human | AID 504700, 2011 | PKA-R2B holoenzyme dissociation; R2B truncated from residue 108, S112A mutant; 0% DMSO only, 100% 113 µM cGMP | cAMP-dependent protein kinase catalytic subunit beta (Homo sapiens) + cAMP-dependent … | actives 0.079% (n = 340,000) | activation, % at 11.4 µM;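 active means activation above a cutoff set at the mean over all compounds plus 3 SD, cut at about 18% in these data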;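 further: higher means more holoenzyme dissociation and a rise in polarization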
OPRM1-OPRD1 ag: agonists of OPRM1-OPRD1 heterodimerization, primary screen, cell-based, luminescence; AID 504326, 2011; cells; actives 0.3% (n = 340,000); activation, % at 9.3 µM; in the data active means activation above about 18%;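 further: 0% = vehicle-treated cells and 100% = reference agonist; values of inactives mirror those of a sister screen read the other way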
Starred values were filed as active, the others as inactive; nt = not tested or not shown.

1: O=C(Nc1cccnc1)c1ccc(Cl)c(Cl)c1
2: O=C(Nc1cccc([N+](=O)[O-])c1)NC1CCCCCCC1
3: COc1ccc(-c2cc(C(F)(F)F)c3c(=O)n(-c4ccccc4)[nH]c3n2)cc1
4: COc1cc(NC(=O)CN2C(=O)C(=O)N(CC(C)C)C2=O)cc(OC)c1
5: CCNC(=O)Cc1ccc(Br)cc1
6: COc1ccc(OC)c2[nH]c(=O)c(CCNS(=O)(=O)c3ccc(F)cc3)cc12
7: CCOC(=O)c1[nH]c(C)c(/C(O)=C2\C(=O)C(=O)N(CCCN3CCOCC3)C2c2cccs2)c1C (configuration not stated)
8: COc1ccc(CCNC(=O)C2CC(c3ccccc3F)=NO2)cc1 (configuration not stated)
9: CCCCn1c(N)c(N(C)C(=O)c2ccccc2Oc2ccccc2)c(=O)[nH]c1=O
10: O=S(=O)(NC1CCCCC1NS(=O)(=O)c1ccc(F)cc1)c1ccc(F)cc1 (configuration not stated)

compound no. | 1 | 2 | 3 | 4 | 5 | 6 | 7 | 8 | 9 | 10
PKA-R1A act | -4 | -6 | 5 | -1 | 4 | -3 | -14 | 7 | 2 | -3
HTR5A ag ctr | 0 | 3 | 0 | 4 | -3 | 7 | -5 | 0 | 9 | -10
Pemphigus Ab inh | 95 | 116 | 109 | 99 | nt | 115 | nt | 98 | nt | 100
OPRM1-OPRD1 inv | -18 | -52 | 6 | 7 | 12 | -20 | 11 | 18 | 8 | -2
V-ATPase pHluor | -1 | -2 | -2 | -8 | 1 | 0 | -2 | 5 | 6 | 3
Arr AP2 block | 11 | -1 | 16 | 28 | 2 | -3 | -14 | 0 | -1 | 14
HTR5A inv ag | -1 | 5 | 10 | 12 | 7 | 8 | -19 | -1 | -24 | 22
DAGLB inhibitor | -4 | -7 | 8 | -1 | 0 | 4 | 1 | -3 | -3 | 2
PKA-R2B act | 4 | 2 | -3 | -1 | -5 | 2 | -1 | -3 | -6 | -1
OPRM1-OPRD1 ag | 3.8 | 9.7 | -1.2 | -1.4 | -2.8 | 2.9 | -2.1 | -3.2 | -2.0 | 0.4

11: CC(=NC(C)C)C1=C(O)C(C)OC1=O (configuration not stated)
12: Cc1ccc(OCC(=O)NNC(=O)CSc2nnc(-c3ccc(C)cc3)n2C)cc1
13: Cn1ccc(NC(=O)c2ccc([N+](=O)[O-])cc2)n1
14: CC(C)(C)c1ccc(Oc2ccc(NC(=O)c3ccco3)cn2)cc1
15: COC(=O)Nc1ccc2c(c1)N(C(=O)CCN1CCOCC1)c1ccccc1S2
16: COc1ccc2[nH]c3c(c2c1)CCN1C(=O)C(CC(=O)NCc2ccc(OC)c(OC)c2)C[C@H](C(=O)N2CCOCC2)[C@@]31C (some centres not stated)
17: OCC1(CCc2ccccc2)CCCN(C/C=C/c2ccccc2)C1 (configuration not stated)
18: CCOC(=O)C(C(=O)OCC)N(C#N)c1nc(C)cc(C)n1
19: O=C(N=Nc1c(O)[nH]c2ccccc12)c1ccco1
20: CCC(=O)N1CCc2cc(S(=O)(=O)NC(Cc3ccccc3)C(=O)NC3CCCCC3)ccc21 (configuration not stated)

compound no. | 11 | 12 | 13 | 14 | 15 | 16 | 17 | 18 | 19 | 20
PKA-R1A act | -2 | -2 | -3 | 10 | 3 | -9 | -9 | 7 | -7 | 0
HTR5A ag ctr | 1 | 0 | 7 | 16* | 6 | 2 | 1 | -1 | 1 | -2
Pemphigus Ab inh | 106 | 106 | 102 | nt | 106 | 101 | 103 | 103 | 100 | 100
OPRM1-OPRD1 inv | 5 | 8 | 7 | -32 | -6 | 13 | -5 | 14 | 19 | 7
V-ATPase pHluor | -1 | 0 | -5 | -2 | 0 | -3 | 0 | -4 | -3 | 0
Arr AP2 block | 4 | -17 | 3 | 3 | 21 | 2 | -1 | -2 | 6 | -5
HTR5A inv ag | 15 | -1 | -17 | 16 | 3 | -9 | -5 | 3 | -3 | -1
DAGLB inhibitor | 1 | -2 | -1 | -4 | -1 | 0 | -5 | 2 | -1 | 5
PKA-R2B act | -5 | -1 | 5 | 1 | -1 | -2 | -6 | 4 | -2 | 3
OPRM1-OPRD1 ag | -1.0 | -1.4 | -1.9 | 6.5 | 1.1 | -2.5 | 1.0 | -2.4 | -3.7 | -1.2

Reformatted: results already given.
Fields: PKA-R1A act, HTR5A ag ctr, Pemphigus Ab inh, OPRM1-OPRD1 inv, V-ATPase pHluor, Arr AP2 block, HTR5A inv ag, DAGLB inhibitor, PKA-R2B act, OPRM1-OPRD1 ag
12	Cc1ccc(OCC(=O)NNC(=O)CSc2nnc(-c3ccc(C)cc3)n2C)cc1
→ -2, 0, 106, 8, 0, -17, -1, -2, -1, -1.4
13	Cn1ccc(NC(=O)c2ccc([N+](=O)[O-])cc2)n1
→ -3, 7, 102, 7, -5, 3, -17, -1, 5, -1.9
14	CC(C)(C)c1ccc(Oc2ccc(NC(=O)c3ccco3)cn2)cc1
→ 10, 16*, nt, -32, -2, 3, 16, -4, 1, 6.5
15	COC(=O)Nc1ccc2c(c1)N(C(=O)CCN1CCOCC1)c1ccccc1S2
→ 3, 6, 106, -6, 0, 21, 3, -1, -1, 1.1

More results follow:
21: CCOC(=O)COC(=O)c1ccc(Oc2cc(C)nc(SC)n2)cc1
22: CCc1ccc(-c2nc(SCC(=O)NC3CCCC3)n[nH]2)cc1
23: CC[n+]1c(S(=O)(=O)[O-])ccc2ccc(C)cc21
24: OCCNc1nc(N2CCCCC2)nc2ccccc12
25: COc1ccc(CNC(=O)CCSCc2cccc(F)c2)cc1
26: Nc1c(C(=O)NCc2ccccc2)sc2nc(N3CCOCC3)c3c(c12)CCCC3
27: CC/C(=C1/C(=O)CC(C)(C)C(C(=O)OC)C1=O)N1CCCC1 (configuration not stated)
28: CC(C)=C1CCC(C)CC1=NNC(N)=S (configuration not stated)
29: Cc1ccc(NC(=O)COc2ncnc3cc([N+](=O)[O-])ccc23)cc1S(=O)(=O)N1CCOCC1
30: Cc1cccc(C(O)c2cnc(C)n2Cc2ccccc2)c1 (configuration not stated)

compound no. | 21 | 22 | 23 | 24 | 25 | 26 | 27 | 28 | 29 | 30
PKA-R1A act | -2 | -1 | 6 | 7 | 1 | -7 | 0 | -9 | -16 | 7
HTR5A ag ctr | 0 | 6 | 2 | -1 | -1 | 3 | -2 | 1 | 0 | nt
Pemphigus Ab inh | nt | 102 | 103 | 122 | 104 | nt | 109 | 117 | 98 | 105
OPRM1-OPRD1 inv | -2 | 5 | 4 | 12 | 3 | 12 | 1 | 2 | -17 | nt
V-ATPase pHluor | 4 | 2 | 2 | 2 | 1 | 0 | 7 | 2 | 3 | 2
Arr AP2 block | 36 | 3 | 2 | 3 | -17 | 16 | 11 | -7 | 5 | nt
HTR5A inv ag | 13 | -6 | -24 | 3 | 4 | 0 | -49 | -5 | 0 | nt
DAGLB inhibitor | -18 | -2 | 0 | 1 | 1 | 1 | 4 | 2 | 0 | -4
PKA-R2B act | 7 | -5 | -8 | 1 | -6 | -1 | 1 | -1 | -15 | -1
OPRM1-OPRD1 ag | 0.3 | -0.9 | -0.6 | -2.5 | -0.7 | -1.9 | -0.1 | -0.3 | 3.0 | nt

31: CC1CCC(CC(=O)O)(C(=O)O)CC1 (configuration not stated)
32: Cc1cccc(C(=O)O)c1NC(=O)Cc1cccc2ccccc12
33: CCOc1cccc(N(C(=O)Cc2cccs2)C(C(=O)NC2CCCCC2)c2cccn2C)c1 (configuration not stated)
34: COC(=O)CN1C(=O)[C@H]2[C@@H](c3ccc(C)o3)N3C(=O)CN(CC4CC4)C(=O)[C@@]3(Cc3ccccc3)[C@H]2C1=O
35: O=C(NCc1ccco1)c1ccc2nccnc2c1
36: O=C(Cn1nnc(-c2ccccc2)n1)NNC(=O)c1ccco1
37: CCC(C)Nc1nc2c(c(=O)n(C)c(=O)n2C)n1Cc1ccc(Cl)cc1 (configuration not stated)
38: Cc1ccc(NS(=O)(=O)c2ccc(-c3csc(C)n3)s2)c(C)c1
39: COc1ccccc1NC(=S)NC1CCC(CC2CCC(NC(=S)Nc3ccccc3OC)CC2)CC1 (configuration not stated)
40: COc1ccccc1NC(=O)CN(c1ccc([N+](=O)[O-])cc1)S(=O)(=O)c1ccccc1
41: C/C(=C\c1ccccc1)C(=O)NCCc1ccccc1
42: CC1(C(=O)NC2CCCCCCC2)CC1(Cl)Cl (configuration not stated)
43: Cc1nc2ccc(S(=O)(=O)NC(C(=O)NC3CCCC3)C(C)C)cc2s1 (configuration not stated)

compound no. | 31 | 32 | 33 | 34 | 35 | 36 | 37 | 38 | 39 | 40 | 41 | 42 | 43
PKA-R1A act | -2 | 1 | -2 | -3 | -3 | -5 | -2 | -3 | -1 | -1 | 4 | -1 | 0
HTR5A ag ctr | -2 | -2 | 1 | 12 | -1 | -3 | -1 | 3 | 1 | 4 | -2 | -1 | 3
Pemphigus Ab inh | 95 | 112 | 101 | 107 | 102 | 78 | 96 | 105 | nt | 104 | 105 | 100 | 105
OPRM1-OPRD1 inv | 12 | 10 | -10 | 6 | 23 | 15 | 4 | -8 | 3 | -4 | 8 | 7 | 12
V-ATPase pHluor | 2 | -3 | 0 | -3 | -3 | 3 | 2 | 3 | -1 | -2 | 0 | -5 | -2
Arr AP2 block | -3 | -8 | 1 | 42 | 8 | 24 | 1 | -3 | 0 | 6 | 1 | 33 | -1
HTR5A inv ag | 8 | 18 | 11 | -33 | 10 | 8 | 3 | 13 | -20 | -10 | 6 | -9 | -9
DAGLB inhibitor | -1 | 4 | -8 | -3 | -1 | 1 | 2 | -6 | 2 | -2 | -4 | 0 | -2
PKA-R2B act | 3 | -13 | -11 | -1 | -2 | 9 | -6 | -5 | -7 | 7 | -1 | -1 | -2
OPRM1-OPRD1 ag | -2.3 | -2.0 | 1.7 | -0.9 | -7.2 | -3.4 | -0.7 | 1.6 | -0.6 | 0.7 | -1.0 | -1.3 | -2.3
